Assay outcomes deposited in PubChem by National Center for Advancing Translational Sciences (NCATS).
GCN5L2 inh – inhibitors of human GCN5L2 histone acetyltransferase. GCN5L2 HAT assay, ThioGlo1 CoA-SH fluorescence. Potency, µM (titrated, usually from 58.9 µM), inactives show at the top dose activity change, negative = inhibition, hits mostly inhibitors. 0.21% of 390,000 active
Target sequence (Q92830 whole entry, looked up): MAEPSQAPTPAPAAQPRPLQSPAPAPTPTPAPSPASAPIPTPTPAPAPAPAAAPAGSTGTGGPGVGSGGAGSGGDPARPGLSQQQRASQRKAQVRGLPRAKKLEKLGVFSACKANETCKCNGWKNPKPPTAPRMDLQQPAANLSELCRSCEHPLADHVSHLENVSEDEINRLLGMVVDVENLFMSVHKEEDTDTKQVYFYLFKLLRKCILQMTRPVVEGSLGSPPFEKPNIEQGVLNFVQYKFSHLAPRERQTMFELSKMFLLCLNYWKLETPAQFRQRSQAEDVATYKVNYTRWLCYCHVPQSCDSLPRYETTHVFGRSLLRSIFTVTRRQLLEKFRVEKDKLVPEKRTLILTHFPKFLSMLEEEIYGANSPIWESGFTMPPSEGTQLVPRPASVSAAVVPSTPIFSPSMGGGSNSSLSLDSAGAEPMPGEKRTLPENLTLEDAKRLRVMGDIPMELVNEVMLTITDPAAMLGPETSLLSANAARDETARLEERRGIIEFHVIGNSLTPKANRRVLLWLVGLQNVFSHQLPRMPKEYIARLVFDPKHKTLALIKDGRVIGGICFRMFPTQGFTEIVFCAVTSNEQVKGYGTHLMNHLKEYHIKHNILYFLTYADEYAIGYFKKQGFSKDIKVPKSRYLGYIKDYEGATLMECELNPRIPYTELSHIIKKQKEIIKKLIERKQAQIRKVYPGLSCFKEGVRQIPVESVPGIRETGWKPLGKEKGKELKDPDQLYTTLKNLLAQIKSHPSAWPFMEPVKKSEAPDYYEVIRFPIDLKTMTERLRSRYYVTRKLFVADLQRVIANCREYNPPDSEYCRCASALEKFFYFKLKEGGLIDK
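Titration-based screen in which CoA formation is detected via maleimide probe ThioGlo1 (50uM) turning fluorescent on thiol reaction; substrates H3(1-25) 75uM and acetyl-CoA 70uM, GCN5L2 20nM, 20 min incubation at room temperature.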
TDP1 cell CPT – DT40-hTDP1 cell growth loss with CPT; chicken DT40 Tdp1-/-;hTDP1 cells + 20 nM CPT, ATP luminescence, 48 h; Potency, µM (series often up to 46.2 µM), for inactives: at the highest dose activity change, negative = growth inhibition, hits mostly inhibitors; 12% of 420,000 active; further: nearly all actives have a fitted effect of over 55% in size
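Cell growth measured by CellTiter-Glo luminescence after a minimum 48 h, 37 C compound exposure with 20 nM CPT in Tdp1-knockout DT40 cells stably expressing hTDP1, seeded 400/well; qHTS titration format.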
DT40 TDP1 no CPT – qHTS for Inhibitors of human tyrosyl-DNA phosphodiesterase 1 (TDP1): qHTS in cells in absence of CPT; AID 686978, 2013; DT40 Tdp1-/- hTDP1 cells, no CPT, ATP luminescence, 48 h; 15% of 420,000 active; Potency, µM (highest dose often 46.2 µM), for inactives: top-dose activity change, negative = growth inhibition, usual class: inhibitors; further: nearly all actives have a fitted effect of over 55% in size
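Growth kinetics read by CellTiter-Glo luminescence after ≥48 hr at 37 °C. Cells: DT40 Tdp1-/- stably carrying human TDP1, 400 per well, compound exposure in the absence of CPT (DMSO vehicle).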
* hit, by the source's call; ? = inconclusive; nt = no result given; & = joins results of further samples. The call rests on the fitted dose curve; in most records, active means well fitted curve in the direction sought with a large enough effect; inconclusive means small, poorly fitted or top-dose-only effect, or another doubt; inactive means no such curve, though single readings can be large; an effect the other way counts as inactive or inconclusive. On the % scale 0 is the no-effect control and ±100 the full control effect; potency means the concentration at half of the fitted maximal effect. These rows are one share of the data, so the mix of outcomes need not match the whole.

SMILES | GCN5L2 inh | TDP1 cell CPT | DT40 TDP1 no CPT
CCOC(=O)CSc1nc2cc3c(cc2c(=O)n1CCCCCC(=O)NCc1ccc2c(c1)OCO2)OCO3 | -8% | -6% | -15%
C[C@@H]1CN([C@H](C)CO)C(=O)CCCn2nncc2CO[C@@H]1CN(C)S(=O)(=O)c1cccc(C#N)c1 | nt | -19% | ?
O=C(N/N=C/c1ccco1)c1ccccc1OCc1ccc(Br)cc1 | 0% | 21µM* | 23µM*
COc1ccc2[nH]c3c(c2c1)CCN1C(=O)C(CC(=O)NCc2cccc(C(F)(F)F)c2)C[C@H](C(=O)N2CCCCC2)[C@@]31CCc1ccccc1 (some centres undefined) | -13% | 16µM* | ?
CCCn1c(N)c(C(=O)CSc2nc3ccccc3n2CCC#N)c(=O)n(C)c1=O | 1% | -17% | -10%
Cc1ccccc1C(=O)N/N=C/c1ccccn1 | 0% | ? | ?
O=C(CN1CCOCC1)NNc1nc(-c2ccccc2)c2cc(Br)ccc2n1 | -5% | ? | ?
COc1ccc(CNc2ccc(S(N)(=O)=O)cc2)c(OC)c1OC | -3% | -24% | -8%
CC(C)NS(=O)(=O)c1ccc(CCC(=O)O)cc1 | 1% | -2% | -6%
CN1CCN(C(=O)c2ccc(N(Cc3ccc(Cl)cc3)S(C)(=O)=O)cc2)CC1 | -8% | -7% | -12%
COc1ccc(-c2nn(-c3ccccc3)cc2/C=C\C(=O)N2CCOCC2)cc1[N+](=O)[O-] | -12% | 12% | 2%
COc1ccccc1CN(C(=O)CNC(=O)c1ccco1)C(C(=O)NCC1CCCO1)c1ccccc1 (centres undefined) | 1% | -28% | ?
COc1ccc(C)cc1Nc1n[n+](-c2ccccc2)c(-c2ccc(N(C)C)cc2)s1 | -12% | 10µM* | 21µM*
CCOCCc1nn2c(=O)cc(COC(=O)c3cccc(C)c3)nc2s1 | -12% | ? | ?
CCOC(=O)c1ccc(NC(=O)CSc2nc(-c3ccc(OC)cc3)cc(C(F)(F)F)c2C#N)cc1 | 0% | ? | ?

Given as labelled records: part of the list above
CC(C)NS(=O)(=O)c1ccc(CCC(=O)O)cc1
  GCN5L2 inh: 1% | TDP1 cell CPT: -2% | DT40 TDP1 no CPT: -6%

CN1CCN(C(=O)c2ccc(N(Cc3ccc(Cl)cc3)S(C)(=O)=O)cc2)CC1
  GCN5L2 inh: -8% | TDP1 cell CPT: -7% | DT40 TDP1 no CPT: -12%

COc1ccc(-c2nn(-c3ccccc3)cc2/C=C\C(=O)N2CCOCC2)cc1[N+](=O)[O-]
  GCN5L2 inh: -12% | TDP1 cell CPT: 12% | DT40 TDP1 no CPT: 2%

COc1ccccc1CN(C(=O)CNC(=O)c1ccco1)C(C(=O)NCC1CCCO1)c1ccccc1 (centres undefined)
  GCN5L2 inh: 1% | TDP1 cell CPT: -28% | DT40 TDP1 no CPT: ?

(more compounds)
SMILES | GCN5L2 inh | TDP1 cell CPT | DT40 TDP1 no CPT
CCCN(CCC)CCCNC(=O)C1CCC(CNS(=O)(=O)c2cccc3nsnc23)CC1 (centres undefined) | -3%&1% | -4%&-8% | 1%&-13%
COC(=O)C1CC23C=CCN4CCC5(c6ccccc6NC15C2C)C43 (centres undefined) | -2% | 1µM* | 1.3µM*
CC1C(=O)Nc2ccccc2N1C(=O)c1ccc(Cl)c(Cl)c1 (centres undefined) | -3% | 2% | -14%
COc1ccccc1N1CCN(C(=O)c2ccc(Nc3nc4ccccc4n4nnnc34)cc2)CC1 | -13% | 9.2µM* | ?
Cc1nnc2sc(SCc3ccc(Cl)cc3)nn2c1=O | -2% | 1% | 10%
O=C(O)c1cc(Cl)c2ccccc2c1O | -1% | ? | -16%
N#CC(c1ccc(O)cc1)c1ncc(C(F)(F)F)cc1Cl (centres undefined) | -20% | 17% | -16%
O=C(c1ccc2nc(Cc3cccc(Cl)c3)oc2c1)N1CCC(O)CC1 | -1% | -5% | -2%
O=S(=O)(NC1CC1)c1ccc(S(=O)(=O)N2CCCC(c3nc(-c4cccnc4)no3)C2)cc1 (centres undefined) | -5% | ? | ?
Fc1ccc(NC(=S)NCc2ccccc2)cc1 | -7% | -21% | -2%
COc1cccc(NC(=O)CCc2nnc3ccc(NCc4ccco4)nn23)c1 | -12% | -13% | -3%
C=CC[C@@]12C=C(OC)C(=O)C(OC)=C1O[C@H](c1ccc3c(c1)OCO3)[C@H]2C | nt | -23% | -17%
NC(Cc1ccc(F)cc1)c1csc(Nc2nccc(C(F)(F)F)n2)n1 (centres undefined) | nt | ? | 15µM*
NS(=O)(=O)c1cc(C(=O)OCC(=O)Nc2ccc(Cl)cc2[N+](=O)[O-])ccc1Cl | -3% | -8% | -6%
Cc1nnc(NC(=O)c2ccc3c(c2)NC(=O)CS3)s1 | 1% | -2% | -15%

5 of the compounds above, in markdown:
| smiles | GCN5L2 inh | TDP1 cell CPT | DT40 TDP1 no CPT |
| --- | --- | --- | --- |
| Cc1nnc2sc(SCc3ccc(Cl)cc3)nn2c1=O | -2% | 1% | 10% |
| O=C(O)c1cc(Cl)c2ccccc2c1O | -1% | ? | -16% |
| N#CC(c1ccc(O)cc1)c1ncc(C(F)(F)F)cc1Cl (centres undefined) | -20% | 17% | -16% |
| O=C(c1ccc2nc(Cc3cccc(Cl)c3)oc2c1)N1CCC(O)CC1 | -1% | -5% | -2% |
| O=S(=O)(NC1CC1)c1ccc(S(=O)(=O)N2CCCC(c3nc(-c4cccnc4)no3)C2)cc1 (centres undefined) | -5% | ? | ? |

Continuation.
SMILES | GCN5L2 inh | TDP1 cell CPT | DT40 TDP1 no CPT
CCOC(=O)N1CCN(C(=O)CSc2nnc3[nH]c(=O)c(C)c(C)n23)CC1 | -2% | 0% | -3%
COc1ccc(N(CC(=O)Nc2ccccc2OC)S(=O)(=O)c2ccc(OC)c(OC)c2)cc1 | -2% | -22% | -15%
O=C(c1ccccc1F)N1CCN(S(=O)(=O)c2ccc3c(c2)OCCO3)CC1 | -8% | 12µM* | ?
COc1ccccc1CN(C)C[C@H]1OCc2cnnn2CCCC(=O)N([C@H](C)CO)C[C@@H]1C | nt | -6% | -14%
COc1ccc(-c2ccc(N3C(c4ccsc4)=Cc4ccc(F)cc4C3c3c[nH]c4ccccc34)cc2)cc1 (centres undefined) | nt | ? | 18µM*
Cc1cc(C)cc(NS(=O)(=O)c2cc(C(=O)NCc3ccccn3)ccc2Cl)c1 | -16% | -3% | -1%
O=C(Nc1nnc(COc2ccc(Cl)cc2)s1)c1cccs1 | 5% | 15µM* | 12µM*
CC(C)OC(=O)c1ccc(COC(=O)c2cnccn2)cc1 | -3% | 7% | 3%
Nc1ncnc(Sc2ncccn2)c1[N+](=O)[O-] | -8% | 1.2µM* | 1.3µM*
CC(C)(C)C(=O)O/N=C(\N)c1ccc([N+](=O)[O-])s1 | -2% | 6.5µM* | 6.5µM*
CC1=C(C(=O)c2ccccc2)C(c2ccc(N3CCOCC3)cc2)NC(=O)N1 (centres undefined) | -5% | ? | ?
CCOc1ccccc1CN1C(=O)NC2(CCCCCC2)C1=O | -4% | 15% | -20%
CCOc1ccc(OCCC(=O)OC(C)C(=O)Nc2ccc(C(C)=O)cc2)cc1 (centres undefined) | -3% | -22% | -21%
CC(=O)Nc1ccc(S(=O)(=O)NC(C)c2nc(-c3ccccc3)no2)cc1 (centres undefined) | -6% | -16% | -8%
COc1ccc(Cl)cc1N(C)C(=O)c1cc2c(=O)oc3ccc(C)cc3c2s1 | -7% | ? | ?
COc1ccc(-n2nc(C(=O)N3CCCC(C)C3)c3c4ccccc4n(C)c3c2=O)cc1 (centres undefined) | -10% | 26µM* | ?
COC(=O)C[C@H]1CC[C@H](NC(=O)Cc2ccccc2)[C@@H](CO)O1 | nt | 6% | -2%
CC(Oc1cc2oc(=O)c3c(c2cc1Cl)CCC3)C(=O)N1C[C@H]2C[C@@H](C1)c1cccc(=O)n1C2 (some centres undefined) | ? | -13% | -18%
CCCOc1ccc(-c2nc3ccc(Br)cc3c(=O)o2)cc1 | 7% | -6% | -9%
COc1ccc(CNC(=O)c2oc3c(c2C)-c2nn(Cc4ccccc4Cl)cc2CC3)cc1 | -11% | ? | 23µM*
CC(C)c1ccc(Nc2nnc(SCC(=O)NCC3CCCO3)s2)cc1 (centres undefined) | -3% | ? | 16µM*
FC(F)(F)c1nc(Oc2ccccc2)c2ccccc2n1 | -3% | 1% | -23%
COc1ccc(C(C(=O)Nc2ccc(C(C)C)cc2)N(C)C(=O)c2ccc(=O)[nH]c2)cc1 (centres undefined) | -3% | ? | ?
O=C(Nc1ccon1)c1sc2cc(Cl)ccc2c1Cl | -28% | 0% | 1%
CCn1c(SCC(=O)Nc2ccc3c(c2)OCO3)nnc1-c1ccccc1O | -2% | 15% | -17%
CCc1ccc(Nc2n[n+](C)c(-c3ccncc3)s2)cc1 | ? | 16µM* | 26µM*
CCCCOc1ccc(NC(=O)Cn2c(=O)ccc3c(C)cc(C)nc32)cc1 | 0% | 1% | -9%
CC(C)c1c(C(=O)N/N=C/c2cccc(OCc3ccccc3)c2)nnn1-c1nonc1N | -6% | 3% | -26%
CCc1ccccc1NC(=O)c1cc(S(=O)(=O)N2CCc3ccccc32)cn1C | -26% | -11% | -27%
CCC(=O)N1CCc2cc(S(=O)(=O)NC(Cc3ccccc3)C(=O)Nc3ccccc3C)ccc21 (centres undefined) | -3% | -11% | -4%
CN(C)C/C(Cl)=C(\Cl)c1ccccc1 | -1% | 5.2µM* | 5.2µM*
COc1ccc(N2CCN(C(=O)COC(=O)[C@@H](NC(=O)OCc3ccccc3)C(C)C)CC2)cc1 | nt | ? | ?
Cc1cc(Cl)ccc1NC(=O)CN1CCN(C(=O)c2ccco2)CC1 | -1% | -13% | 0%
O=C(CCCc1ccccc1)N=C1SC2CS(=O)(=O)CC2N1c1ccccc1 (centres undefined) | -1% | -27% | -28%
Cc1cc(-c2ccccc2)nc2oc(C(=O)NN)c(N)c12 | -12% | ? | ?
COc1ccc(C(=O)N/C(=C\c2cn(C)c3ccccc23)C(=O)N2CCN(C)CC2)cc1 | -13% | 3% | 26%
CC(=O)Oc1ccc2ccccc2c1C(NC(=O)Cc1ccccc1)c1ccccc1Cl (centres undefined) | 12% | ? | ?
COc1ccccc1CNC(=O)CCn1c(=O)c2ccccc2n(CC(=O)Nc2cccc(Cl)c2)c1=O | -4% | ? | 18µM*
CCOC(=O)C(NC(=O)c1ccc(Cl)cc1Cl)(Nc1ccc(C)cc1)C(F)(F)F (centres undefined) | ? | 23µM* | 16µM*
C=Cc1ccc(Cn2c(=O)n(-c3cccc(Cl)c3)c(=O)c3c4c(sc32)CN(C(C)=O)CC4)cc1 | -9% | ? | ?
O=C(CSc1nc2ccc(Cl)cc2[nH]1)NCCc1ccc(Cl)cc1 | 0% | ? | ?
CSCC(C)N1CCC(n2nccc2NC(=O)CCCc2ccccc2)CC1 (centres undefined) | 0% | -18% | -2%
COc1ccc(-n2c(SCC(=O)Nc3ccc4c(c3)OCO4)nc3c(c2=O)SCC3)cc1 | -2% | -29% | -26%
CC1(C)CC(c2nc(-c3ccc(Cl)cc3)cs2)CCS1 (centres undefined) | ? | ? | ?
COc1cc2c(cc1OC)C(c1ccccc1N)=NCC2 | -3% | ? | 21µM*
O=C1NNC(=O)C1c1ccccc1 | -9% | -1% | 1%
Cc1ccc(C)c(N2CCN(C(=O)CCS(=O)(=O)c3ccc4c(c3)NC(=O)CO4)CC2)c1 | -7% | ? | ?
O=C1C=CC(=O)N1c1ccc(Nc2ccccc2)cc1 | nt | 5.8µM* | 5.8µM*
CS(=O)(=O)N1CCCCC1c1cc(C(=O)NCc2ccc(Cl)c(Cl)c2)no1 (centres undefined) | nt | ? | ?
Cc1cccc2sc(NC(=O)CSc3cn[nH]n3)nc12 | 3% | -2% | -18%
CCN(CC)S(=O)(=O)c1ccc2oc(C(=O)Nc3ccc(Br)cc3F)c(C)c2c1 | -8% | ? | ?
CCN(Cc1ccncc1)C(=O)c1cc(COc2ccc(OC)cc2Cl)on1 | 0% | 16µM* | ?
c1ccc2c(c1)CCN(c1nc3cc4c(cc3s1)OCCO4)C2 | -11% | 10µM* | ?
COc1ccc(C(=O)N2CCc3cc(OC)c(OC)cc3C2c2ccc(OC)c(OC)c2)cc1OC (centres undefined) | -7% | 3% | ?
Cc1ccc(N(CC(=O)NC(C)C)C(=O)CCC(=O)Nc2ccccn2)c(C)c1 | nt | -4% | -1%
CCOC(=O)c1c(-c2ccc(OC)cc2)csc1NC(=O)CNCc1ccco1 | -12% | ? | ?
O=C(Cn1cncn1)NCc1cccc(OC(F)F)c1 | -6% | -2% | 5%
CCN(CC)CCN(C(=O)C1=COCCO1)c1nc2ccc(C)cc2s1 | -6% | ? | -26%
CCCCNc1nc(Oc2ccc(=O)[nH]n2)nc(N(C)C)n1 | 1% | 1% | 0%
